Screening data deposited in PubChem BioAssay by several laboratories.
TNAP activation fold: human TNAP enzyme activators, primary screen, biochemical, luminescent, no phosphate acceptor, uHTS (AID 1001); purified TNAP, luminescent activation assay, no phosphate acceptor; higher activation fold means a stronger effect; activation fold at 20 µM; hits with a dose series show EC50 in µM; 200,000 compounds, 0.03% hits; in the data active = activation fold from about 3, or a potency from the dose series; inactive = the rest, 99 in 100 with activation fold below about 1.6; also: many of its hits are not listed in these tables
K1F lysis inhibition: inhibition of K1F phage lysis, E. coli UTI89, bacterial capsule biogenesis inhibitors, alamar blue (AID 488966); 340,000 compounds, 0.02% hits; inhibition, % at 100 µM; hits with a dose series show IC50 in µM; E. coli UTI89 K1F phage lysis, alamar blue, 2 h; higher % means a stronger effect;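 active = phage lysis inhibition, versus mean bacterial control, above a set limit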;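 also: capsule biogenesis inhibitors block K1F phage lysis so surviving cells raise fluorescence; higher fluorescence means more inhibition of phage lysis; actives were called in the ten point dose series up to 300 µM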
human PMI inhibitors: human PMI inhibitors, high substrate, primary screen, biochemical, fluorescence intensity, high mannose 6-phosphate (AID 1220); recombinant PMI enzyme, coupled fluorescence intensity; higher % means a stronger effect; one-dose inhibition, % at 20 µM; IC50 in µM for titrated hits; 190,000 compounds, 0.66% hits
PMI inhibitors: inhibitors of human PMI, primary screen, biochemical, fluorescence intensity, coupled assay (AID 1209) | purified PMI enzyme, coupled fluorescence intensity; higher % means a stronger effect | inhibition, % at 20 µM, or IC50 in µM where a hit was titrated | 190,000 compounds, 0.42% hits;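 also: plate controls were DMSO vehicle for no effect and wells lacking substrate for full effect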
West Nile antiviral: inhibition of WNV-induced cytopathic effect – cell-based, CPE readout (AID 1621). West Nile virus-infected cells, CPE inhibition; higher % means a stronger effect. CPE inhibition, % at 10 µM, or IC50 in µM where a hit was titrated. 290,000 compounds, 0.02% hits; in the data active = a potency from the dose series; also: strong numbers were not always called active
T cell HTS: T cell immune modulators affecting CD8 T cell-vesicle binding; 2C CD8+ T cell-vesicle binding, flow cytometry; active compounds read low; calls only at 7 µM; AID 2052; 330,000 compounds, 0.068% hits;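 active = response, share of CD8 T cells binding vesicles, and their 90th percentile fluorescence all below set limits, cut at about 80% in these data, passing the limit was not always enough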
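Also added: QL9-peptide-loaded Drosophila micro-vesicles bearing Ld, ICAM-1 and B7-1; Test system: purified 2C TCR transgenic mouse naive CD8+ T cells; Measured by: cytometric PE anti-B7-1 and Alexa647 anti-CD8 signals after 1% paraformaldehyde fixation; Timing: binding step 1.5 h, 37 °C, antibody labelling 20 min, ice.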
P. falciparum M1AAP: malaria alanyl aminopeptidase activity blockers – biochemical, fluorogenic H-Leu-NHMec substrate, 1536-well (AID 1445); inhibition, % at 30 µM, or IC50 in µM where a hit was titrated; 220,000 compounds, 0.42% hits; recombinant M1AAP, H-Leu-NHMec fluorogenic kinetic assay; higher % means a stronger effect;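 active = primary inhibition above the hit cutoff, then over 50% inhibition at one or more dose response concentrations, cut at about 23% in these data, passing the limit was not always enough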;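 also: plate controls were DMSO full reaction for no effect and no enzyme background for full effect; strong numbers were not always called active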
RSV CPE inhibition: RSV antiviral activity via CPE protection, HEp-2 cells, primary 10 µM value included (AID 2391). HEp-2 cells, RSV-induced CPE inhibition; higher % means a stronger effect. 310,000 compounds, 0.13% hits. one-dose CPE inhibition, % at 10 µM; IC50 in µM for titrated hits; in the data active = a potency from the dose series; also: strong numbers were not always called active
M17LAP inhibition: P. falciparum M17LAP inhibitors, primary screen, biochemical, fluorogenic H-Leu-NHMec substrate, 1536-well (AID 1619). 220,000 compounds, 0.38% hits. recombinant M17LAP, H-Leu-NHMec fluorogenic kinetic assay; higher % means a stronger effect. inhibition, % at 30 µM; hits with a dose series show IC50 in µM;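 active = compound inhibiting the enzyme by more than half at any dose during confirmatory dose-response retesting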;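 also: plate controls were full reaction with DMSO carrier for no effect and no enzyme background for full effect; strong numbers were not always called active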
T cell HTS vesicle-bound %: second read-out of T cell HTS, no call of its own (marks repeat the call); double positive events, %; measured here: CD8+ vesicle-bound cell fraction;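 binding gate set so that unloaded-vesicle control wells show 10% double positive cells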
Starred values were filed as active, the others as inactive; i = inactive; . = not tested or not shown; [ ] = another dose, or the depositor's remark. Rule as the data show it, unless noted: active = inhibition above about 50%; inactive = the rest.

The line under a structure holds: West Nile antiviral, T cell HTS vesicle-bound %, T cell HTS, RSV CPE inhibition, human PMI inhibitors, K1F lysis inhibition, P. falciparum M1AAP, M17LAP inhibition, TNAP activation fold, PMI inhibitors
Cc1ccc(C(=O)Nc2nnc(S(=O)(=O)Nc3ccccc3C)s2)cc1C
→ 0.1%, 18, i, 13%, ., -1.0%, ., ., ., .
CCC(C)NC(=O)CSc1ncnc2sccc12 (stereo not drawn)
→ -0.2%, 45, i, 1.2%, -5%, 0.2%, -2%, 2%, 1.1, -8%
CC(C)=NNc1nc(-c2ccccc2)c(C)s1
→ 0.2%, 51, i, 2.5%, -27%, -0.5%, 6%, 2%, 1.1, -15%
COc1ccc(OC)c(CNC(=O)C2CCC(=O)N2C(C)C)c1 (stereo not drawn)
→ -0.6%, 4, i, 2.8%, ., 0.1%, ., ., ., .
COc1ccc(/C=N/c2oc(-c3ccccc3)cc2C#N)cc1
→ -0.1%, 59, i, 5.0%, 22%, 0.5%, 3%, -15%, 0.9, 23%
CCc1ccc(C(=O)Cn2ncc(Cl)c(Cl)c2=O)cc1
→ 12%, 49, i, -4.3%, 10%, 0.1%, 1%, 6%, 1, 11%
CN(NC(=S)Nc1ccc(OC(F)F)cc1)C(=S)Nc1ccc(OC(F)F)cc1
→ 0.0%, 59, i, 0.3%, 16%, 0.0%, 1%, 2%, 1.8, 22%
Cc1ccc(N(C)S(=O)(=O)c2ccc(-c3cnc(C4CC4)o3)cc2)cc1
→ 1.6%, 44, i, 9.7%, ., 0.0%, ., ., ., .
CCC(=O)Nc1cc(NC(=O)CSc2nnc(C(C)C)n2CC)ccc1C
→ ., 28, i, 0.3%, 0%, -0.9%, 3%, -2%, 1.1, 1%
Cc1cc(Cl)ccc1NC(=O)Cn1cncn1
→ 0.3%, 54, i, 0.4%, 63%*, -0.4%, 3%, -1%, 1.1, 20%
CC1CCc2c(sc(NC(=S)NC(=O)c3ccccc3)c2C#N)C1 (stereo not drawn)
→ -0.3%, 60, i, 0.1%, ., 0.9%, -2%, -13%, ., .
O=C(NCc1cccs1)C1CC(=O)N(c2ccc(Cl)cc2)C1 (stereo not drawn)
→ -0.3%, 54, i, -0.6%, 7%, 0.3%, 6%, -2%, 1, 8%
Cc1ccc(S(=O)(=O)N(C)CC(=O)OCC(=O)NC(=O)NC(C)C)cc1
→ -0.1%, 47, i, 1.1%, ., 1.1%[50 µM], -8%, 4%, ., .
O=C(COc1ccc(NC(=O)c2cccs2)cc1)c1ccc(F)cc1
→ -0.1%, 6, i, 4.9%, ., 0.1%, ., ., ., .
Cn1c(=O)c(=O)n(C)c2cc(S(=O)(=O)N3CCCCC3)ccc21
→ -1.4%, 32, i, 0.6%, -7%, 0.8%, 14%, -4%, 1.1, -2%

Whole records, quoted from the list. Order of values: West Nile antiviral, T cell HTS vesicle-bound %, T cell HTS, RSV CPE inhibition, human PMI inhibitors, K1F lysis inhibition, P. falciparum M1AAP, M17LAP inhibition, TNAP activation fold, PMI inhibitors
Shown for CN(NC(=S)Nc1ccc(OC(F)F)cc1)C(=S)Nc1ccc(OC(F)F)cc1 : 0.0%, 59, i, 0.3%, 16%, 0.0%, 1%, 2%, 1.8, 22%
Shown for Cn1c(=O)c(=O)n(C)c2cc(S(=O)(=O)N3CCCCC3)ccc21 : -1.4%, 32, i, 0.6%, -7%, 0.8%, 14%, -4%, 1.1, -2%

(list continues)
The line under a structure holds: West Nile antiviral, T cell HTS vesicle-bound %, T cell HTS, RSV CPE inhibition, human PMI inhibitors, K1F lysis inhibition, P. falciparum M1AAP, M17LAP inhibition, TNAP activation fold, PMI inhibitors
CN(Cc1ccccc1)C(=O)c1nc2ccccn2c1CNCCOc1cccnc1
→ -1.0%, 37, i, -1.0%, 10%, 0.3%, ., ., 1, 9%
Cc1cc(C(=O)Nc2ccc(F)c(Cl)c2)on1
→ -0.6%, 62, i, 0.5%, ., 0.2%, ., ., ., .
NC1=NC2(CCCC2)N=C(Nc2ccccc2)N1
→ -0.1%, 19, i, -0.5%, ., 0.1%, 10%, 10%, ., .
CC(NC(=O)NC1CCCCC1)C(c1cccs1)N1CCOCC1 (stereo not drawn)
→ -0.4%, 34, i, -0.1%, -9%, -0.6%, 1%, 5%, 1.1, -7%
COc1ccc(S(=O)(=O)N2CCN(Cc3ccc(Cl)cc3)CC2)cc1
→ -0.1%, 22, i, 2.4%, 13%, 1.6%, 3%, 13%, 1, 15%
CC1CCc2sc3c(c2C1)c1ncnn1c(=O)n3CC(=O)c1ccc(Br)cc1 (stereo not drawn)
→ -0.1%, 39, i, 1.4%, ., 0.4%, ., ., ., .
Cc1cc(NC(=S)NC(=O)c2ccco2)c2ccccc2n1
→ -0.1%, 56, i, 0.6%, 1%, 0.3%, 11%, 4%, 0.9, -2%
O=C(Nc1ccccc1)Nc1nnc(CSCc2ccccc2Cl)s1
→ -1.4%, 41, i, 6.9%, 0%, 6.1%, 4%, 12%, 1, 0%
O=c1cc(N2CCN(c3ccc(F)cc3)CC2)[nH]c(=O)n1Cc1ccc(F)cc1
→ -0.3%, 18, i, 2.1%, 11%, 0.1%, -2%, 2%, 0.9, 14%
CCOC(=O)CCc1c(C)n(CC)c2ncnn2c1=O
→ 0.0%, 46, i, 1.3%, 13%, 0.0%, 1%, 2%, 1, 14%
COc1ccc(CCNC(=O)CCC(=O)Nc2ccccc2[N+](=O)[O-])cc1OC
→ -0.2%, 20, i, -0.3%, ., 0.2%, ., ., ., .
C=CCN1C(=O)NC2(O)C(=O)c3ccccc3C12O (stereo not drawn)
→ -1.2%, 4, i, 1.1%, 8%, -0.2%, -1%, 3%, 0.6, 4%
CCN1C(=O)/C(=C2/C=Cc3cc(C)ccc3N2CC)N(C)C1=S
→ -0.2%, 52, i, 18%, 5%, -0.1%, 6%, 13%, 0.5, 15%
Cc1cc(/C=N/n2cnnc2)c(C)n1-c1cccc(C(=O)O)c1
→ 0.1%, 33, i, 1.2%, -19%, 2.6%, 8%, 16%, 1.1, -13%
CCOC(=O)CC1(NC(=O)c2cc(COc3ccc(F)c(F)c3)on2)CCCCC1
→ -0.1%, 16, i, 5.8%, ., 1.6%, ., ., ., .
O=[N+]([O-])c1ccc(Cc2nnc(-c3ccccc3Cl)o2)cc1
→ -0.9%, 26, i, 7.6%, -4%, 0.1%, 1%, 0%, 1, -8%
CC(C)C[C@H](NC(=O)N1CCn2c1nc1ccccc12)C(=O)NCc1ccccc1
→ 0.1%, 40, i, 11%, ., 0.0%, ., ., ., .
CN1CCN(C(CNS(=O)(=O)c2ccc(F)cc2)c2cccnc2)CC1 (stereo not drawn)
→ -0.3%, 19, i, 0.5%, -4%, 0.2%, 3%, 1%, 1.1, -9%
O=C(CSc1nnc(-c2cnccn2)n1Cc1ccco1)c1ccc(Cl)c(Cl)c1
→ -0.6%, 11, i, 5.4%, 4%, 0.1%, 7%, 12%, 1.1, 0%
COC(=O)C1CCCN1C(=O)COc1ccc(Cl)cc1Br (stereo not drawn)
→ 0.5%, 44, i, 1.6%, -10%, 2.0%, -4%, -5%, 1.1, -9%
Cc1c(C(=O)NCCSCc2cccc(C(F)(F)F)c2)cnn1-c1ccc(F)cc1
→ -1.1%, 19, i, 16%, ., -0.5%, -4%, 2%, ., .
COc1ccc(NC(=O)Oc2cc(C)ccc2C(C)C)cc1
→ -0.1%, 51, i, 0.2%, ., -0.4%[50 µM], -2%, 4%, ., .
CCN(C(=O)c1ccc(S(C)(=O)=O)cc1)C12CC3CC(CC(C3)C1)C2
→ -0.4%, 18, i, 1.2%, 7%, 4.1%, 0%, 4%, 1, 17%
CCOC(=O)C1CCN(Cc2cnc(Oc3ccc(N)cc3)s2)CC1
→ -0.7%, 14, i, -1.9%, 10%, 0.1%, -10%, -1%, 1.1, 10%
COc1ccc(F)cc1C(=O)C1CCCN(Cc2cccn2-c2ccccn2)C1 (stereo not drawn)
→ -1.4%, 59, i, 0.4%, 7%, -0.3%, 8%, 6%, 1.1, 8%
COc1ccc(NC(=O)CCSc2ccc(C)cc2)cc1
→ -0.2%, 45, i, -0.1%, 3%, 1.9%, -4%, 13%, 1.1, 10%
Cc1ccc(S(=O)(=O)Nc2cccc3cccnc23)cc1
→ 14%, 18, i, -1.9%, 16%, 0.1%, 8%, 0%, 1.1, 15%
CCCCC(=O)Nc1nnc(SCC(=O)Nc2ccc(OC)cc2)s1
→ 0.3%, 64, i, 5.8%, ., 0.1%, ., ., ., .
Cc1cccc(C)c1NC(=O)CSc1ncnc2nc[nH]c12
→ 0.2%, ., ., 1.1%, 7%, 1.8%, -5%, 40µM*, 1, -2%
Cc1ccc(/C=C/C(=O)NCc2cccs2)o1
→ -0.3%, 53, i, 3.2%, 18%, 0.9%, 11%, 8%, 1.1, 6%
O=C(Nc1cccnc1)c1cccc(F)c1
→ 0.4%, 11, i, -0.8%, -1%, 0.7%, 5%, 0%, 1.1, -1%
COc1ccc(NC(=O)c2cc(Cl)ccc2Cl)c([N+](=O)[O-])c1
→ -0.8%, 34, i, 8.3%, 7%, 2.0%, 3%, -19%, 1.1, 3%
COc1ccc(C2C(C(=O)/C=C/c3ccco3)=C(O)C(=O)N2CCN2CCOCC2)cc1 (stereo not drawn)
→ -0.5%, 13, i, 1.3%, 48%, 0.8%, 11%, 18%, 1, 0%
COc1cccc(CN2CCC(C(=O)N3CCN(c4ccccc4F)CC3)CC2)c1OC
→ -0.3%, 38, i, 0.6%, -25%, 3.2%, -1%, 7%, 1.1, -20%
O=C(Cc1cn2ccsc2n1)NCc1ccccc1
→ 1.3%, 17, i, -0.7%, -6%, 2.4%, -1%, 16%, 1.1, -5%
Cc1cccn2c(=O)c3cc(C(=O)NCCC4=CCCCC4)n(C)c3nc12
→ 1.7%, 36, i, 5.6%, ., 0.1%, ., ., ., .
O=C(COc1cccc(Cl)c1)Nc1ccc(N2CCOCC2)cc1
→ -0.2%, 52, i, 3.6%, -1%, -0.5%, -4%, -5%, 1.1, 5%
O=C(CSc1nnc(Nc2ccccc2)s1)NN1C(=O)NC2(CCCCC2)C1=O
→ 0.3%, 39, i, 1.9%, 3%, 4.0%, 5%, <1µM*, 1, 2%
CC1CCC(C(C)C)C(OP(=O)(c2ccccc2)C(O)c2ccncc2)C1 (stereo not drawn)
→ -1.3%, 30, i, -1.5%, -3%, -0.6%, 8%, 4%, 1.1, -8%

Rows were taken by chance; about 1.5% have a hit in one of these screens.
